Compound activity as filed in PubChem.
Hsp70 activator – transcriptional activators of Hsp70; HeLa Hsp70 promoter luciferase reporter, luminescence; scaled: vehicle 0, proteasome-inhibitor control 100%; activation, % at 10 µM; 200,000 compounds, 0.04% hits; AID 1203;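 active = activation above the mean across all tested compounds plus 3 SD, cutoff set per campaign, cut at about 5.5% in these data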;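 note: 100% = MG132 at 30 µM as the positive control and 0% = DMSO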
TNAP inh hiacc – blocks human TNAP under high phosphate acceptor concentration. P05186. purified TNAP, CDP-star luminescence, 1 M DEA. inhibition, % at 20 µM. 200,000 compounds, 0.03% hits. AID 1135;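 active = over 50% inhibition of tissue-nonspecific alkaline phosphatase at 20 µM in the single-dose screen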;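 note: plate controls were DMSO wells for no effect and EDTA-quenched wells as full inhibition for full effect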
Target sequence (P05186 whole entry, looked up): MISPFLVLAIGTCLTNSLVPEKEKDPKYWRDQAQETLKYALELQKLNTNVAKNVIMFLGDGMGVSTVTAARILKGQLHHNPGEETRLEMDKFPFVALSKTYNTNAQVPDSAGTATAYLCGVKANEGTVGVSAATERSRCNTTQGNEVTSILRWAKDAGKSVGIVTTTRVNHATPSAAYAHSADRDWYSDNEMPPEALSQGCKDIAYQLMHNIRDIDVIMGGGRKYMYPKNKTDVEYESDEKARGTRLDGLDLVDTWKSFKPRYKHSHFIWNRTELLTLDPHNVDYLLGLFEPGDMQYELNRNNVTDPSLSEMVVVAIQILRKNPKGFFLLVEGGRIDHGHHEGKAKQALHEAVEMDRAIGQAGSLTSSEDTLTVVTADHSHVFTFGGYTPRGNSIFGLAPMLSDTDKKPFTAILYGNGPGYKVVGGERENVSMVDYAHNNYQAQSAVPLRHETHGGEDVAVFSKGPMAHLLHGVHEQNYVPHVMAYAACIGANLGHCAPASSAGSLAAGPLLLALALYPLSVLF
Lmaj promast – reduces viability of Leishmania major promastigotes; resazurin fluorescence viability; inhibition, % at 10 µM; 200,000 compounds, 9% hits; AID 1063; in the data active = inhibition above about 50%;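 note: promastigotes grown with compound for 44 hours at 28 °C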
HMGR II inh – blocks class II HMG-CoA reductase of Enterococcus faecalis. purified E. faecalis HMGR, NADPH absorbance 340 nm kinetic. inhibition, % at 10 µM. 190,000 compounds, 0.41% hits. AID 1066;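 active = inhibition above a set limit, the median over all tested compounds plus 3 SD, cut at about 9.5% in these data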;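 note: enzyme runs in reverse so mevalonate oxidation gives rising NADPH absorbance; 0% = complete reaction with DMSO and 100% = background rate lacking mevalonate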
TNAP inh noacc – inhibitors of human TNAP without phosphate acceptor; P05186; purified TNAP, CDP-star luminescence, 30 min; inhibition, % at 20 µM; 200,000 compounds, 0.26% hits; AID 1012;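 active = tissue-nonspecific alkaline phosphatase inhibition above about 50% at 20 µM in the single-dose screen, limit read from the data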;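 note: 0% = DMSO negative control and 100% = EDTA positive control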
S1P3 antag – antagonists of human S1P3 receptor | inhibition, % at 4.98 µM | 170,000 compounds, 0.27% hits | CHO S1P3 NFAT-BLA reporter, FRET fluorescence, antagonist mode | AID 485;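 active = inhibition above the plate cutoff, the mean inhibition of test wells on that plate plus 3 SD, cut at about 28% in these data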;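 note: cells challenged with S1P at its EC80 of 0.8 µM; blue over green emission ratio from cleaved BLA substrate after 4 h stimulation; 0% = S1P-stimulated wells and 100% = unstimulated DMSO-only wells; some compounds past the cut are filed as inactive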
PMI act – phosphomannose isomerase (human) activation; P34949; purified human PMI, coupled resazurin fluorescence, 20 min; hits give high values; 1 = vehicle control, 0 substrate-free wells; activation factor at 20 µM; 190,000 compounds, 0.005% hits; AID 1214;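 active = activation factor of 2 or more at 20 µM, relative to plate controls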
Target sequence (P34949 whole entry, looked up): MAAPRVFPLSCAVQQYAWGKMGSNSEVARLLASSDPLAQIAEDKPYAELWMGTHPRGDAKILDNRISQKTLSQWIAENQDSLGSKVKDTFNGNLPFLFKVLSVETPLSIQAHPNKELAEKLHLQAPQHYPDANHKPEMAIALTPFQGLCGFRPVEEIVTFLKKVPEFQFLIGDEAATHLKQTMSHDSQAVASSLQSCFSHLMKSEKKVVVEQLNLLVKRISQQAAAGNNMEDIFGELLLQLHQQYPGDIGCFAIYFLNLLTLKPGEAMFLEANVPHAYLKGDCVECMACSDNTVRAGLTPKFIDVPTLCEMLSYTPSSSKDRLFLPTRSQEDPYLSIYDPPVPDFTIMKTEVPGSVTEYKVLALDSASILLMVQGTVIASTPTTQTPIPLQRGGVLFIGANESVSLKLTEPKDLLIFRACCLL
RAM network inh – inhibitors of the yeast RAM network. inhibition, % at 50 µM. S. cerevisiae dse1pr::URA3 reporter, 5-FOA growth OD615, 2 d; analog-sensitive cbk1-as2 kinase mutant strain. 190,000 compounds, 1.8% hits;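 active = inhibition above a set limit, 3 SD over mean compound inhibition, cut at about 8.4% in these data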;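 note: 0% = DMSO-only wells with no growth and 100% = 10 µM 1-NA-PP1 full growth; inhibition rescues growth on 5-FOA so higher OD means more RAM inhibition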
DTT redox prof – compounds producing H2O2 with reducing agent – biochemical, NIH compound library profiling, artefact control for MLSCN library redox annotation, primary screen | DTT-dependent redox cycling H2O2, phenol red/HRP absorbance; 100% = 100 µM peroxide control, 0% = buffer | activation, % at 10 µM | 200,000 compounds, 0.03% hits;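 active = activation of at least 50% relative to the plate's high and low controls in the primary single-dose screen; inactive = activation below 50%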;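 note: compound incubated with DTT at 0.8 mM final as the reducing agent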
PMI act satM6P – increases human PMI activity with near-saturating mannose 6-phosphate; P34949; coupled PMI enzyme assay, resazurin fluorescence, 20 min; hits give high values; 1 = untreated enzyme, 0 = substrate-free blank; activation factor at 20 µM; 190,000 compounds, 0.34% hits; AID 1216;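 active = activation factor of 2 or more at 20 µM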
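Test system: human phosphomannose isomerase with PGI, G6PDH, diaphorase coupling enzymes; Amount: PMI at 15 ng/mL final; Reagent: Mannose-6-phosphate 1.0 mM (near-saturating) plus 0.22 mM NADP+; Timing: 20 min, room temperature; Technique: resorufin fluorescence at Ex 544/Em 590 nm; Dosing: 20 µM single dose.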
Starred values were filed as active, the others as inactive; · = no result given.

SMILES | Hsp70 activator | TNAP inh hiacc | Lmaj promast | HMGR II inh | TNAP inh noacc | S1P3 antag | PMI act | RAM network inh | DTT redox prof | PMI act satM6P
O=C(COC(=O)C1CC2C=CC1C2)NCc1ccc(F)cc1 (centres undefined) | -0.1 | -2 | -12 | -3 | -14 | 18 | 1 | -0.8 | -0.1 | 1.1
COc1ccc(S(=O)(=O)N2CCN(C(=O)c3cnc(C)cn3)CC2)cc1 | -0.2 | -6 | -5 | 0 | -27 | · | 1 | 0.4 | 0.2 | 1
CC(=O)c1cccc(NC(=S)NC(=O)c2ccc(C)cc2)c1 | 0.1 | -7 | -7 | -5 | 7 | -31 | 0.9 | 1.7 | 0.1 | 0.9
COc1ccc(N(C(=O)C(C)C)S(=O)(=O)c2ccc(Cl)cc2)cc1 | 1.3 | -4 | 18 | -1 | -4 | · | 0.9 | 5.1 | 0.1 | 0.9
O=C(NCC1CCCO1)C1CCCN1C(=O)NC1CCCCC1 (centres undefined) | -0.2 | -6 | -5 | 2 | -3 | -12 | 1.1 | 0.2 | -1.3 | 1.1
O=C(Nc1ccccc1N1CCOCC1)C1CCCCN1S(=O)(=O)c1ccccc1 (centres undefined) | -0.3 | -1 | 12 | -7 | -2 | -15 | 0.9 | 3.0 | -1.3 | 0.8
CCCNC(=O)CSc1nnc(-c2ccco2)n1C | -0.2 | -5 | -9 | 0 | -12 | 15 | 1 | 1.2 | 1.9 | 0.9
COc1ccc(NC(=O)CSc2ccccc2)c(OC)c1 | -0.1 | -6 | 1 | -2 | -6 | · | 1.1 | 1.0 | 0.3 | 1
CC1(C)CNC(=O)C=C(c2ccccc2)C1 | 0.1 | -7 | -2 | -5 | -14 | -12 | 0.9 | 0.3 | -0.1 | 0.9
COc1ccc(C(C#N)C2(C)OCCO2)cc1OC (centres undefined) | -0.2 | -2 | -1 | -5 | -8 | 8 | 1 | 1.7 | -5.4 | 1
CSc1nc(Sc2cccc(Cl)c2)c2ccccc2n1 | -0.3 | 0 | -4 | -7 | -7 | · | 1 | 8.2 | 3.5 | 1
COc1ccc(C(=O)C2CCCN(Cc3ccc(C#CCCO)cc3)C2)c(OC)c1 (centres undefined) | -0.2 | -8 | -2 | -2 | -9 | 2 | 0.9 | -0.4 | 1.3 | 1
CCNS(=O)(=O)c1ccc(CCC(N)=O)cc1 | -0.3 | -1 | -1 | -10 | -6 | -4 | 1 | 1.7 | 4.1 | 1
CCOCCCNC(=S)NCCCNc1nc2c(C)c(C)ccc2cc1C#N | -0.2 | 0 | 21 | -4 | -19 | -2 | 1.6 | 5.1 | 0.6 | 2.1*
CCOC(=O)CC1C(=O)NCCN1Cc1cccc(C(F)(F)F)c1 (centres undefined) | -0.1 | -4 | -4 | -2 | 6 | -14 | 0.9 | 1.2 | -2.9 | 1
CC(C)n1c(-c2ccccc2F)n[nH]c1=S | 0.0 | 3 | -6 | 1 | 69* | · | 1 | 1.7 | 1.3 | 1.1
COc1ccc(Cn2c(=O)[nH]c3cc(C(=O)N4CCN(Cc5ccccc5)CC4)ccc3c2=O)cc1 | -0.4 | 0 | 10 | -9 | -2 | · | 0.9 | -0.2 | -1.2 | 0.9
CCOc1ccc(N(CC(=O)NCCSc2ccccn2)S(C)(=O)=O)cc1 | -0.1 | -1 | -4 | -5 | -7 | -30 | 0.9 | 1.6 | 1.4 | 0.9
CCCCOc1ccc(C(=O)N/C(=C\c2cccc([N+](=O)[O-])c2)C(=O)OCCC)cc1 | -0.1 | -3 | -4 | -1 | -7 | · | 0.9 | 5.2 | -2.3 | 1
CC(=O)Nc1cc(C(=O)N2CCN(C)CC2)ccc1S(=O)(=O)c1ccc(C)cc1 | -0.1 | -3 | 2 | -3 | -10 | · | 0.9 | -1.0 | 0.1 | 1

Rewritten with tabs: part of the list above.
SMILES	Hsp70 activator	TNAP inh hiacc	Lmaj promast	HMGR II inh	TNAP inh noacc	S1P3 antag	PMI act	RAM network inh	DTT redox prof	PMI act satM6P
CCOc1ccc(N(CC(=O)NCCSc2ccccn2)S(C)(=O)=O)cc1	-0.1	-1	-4	-5	-7	-30	0.9	1.6	1.4	0.9
CCCCOc1ccc(C(=O)N/C(=C\c2cccc([N+](=O)[O-])c2)C(=O)OCCC)cc1	-0.1	-3	-4	-1	-7	·	0.9	5.2	-2.3	1
CC(=O)Nc1cc(C(=O)N2CCN(C)CC2)ccc1S(=O)(=O)c1ccc(C)cc1	-0.1	-3	2	-3	-10	·	0.9	-1.0	0.1	1

Following part
SMILES | Hsp70 activator | TNAP inh hiacc | Lmaj promast | HMGR II inh | TNAP inh noacc | S1P3 antag | PMI act | RAM network inh | DTT redox prof | PMI act satM6P
O=C(CCN1CCN(c2ccccc2)CC1)Nc1cccc(Br)c1 | -0.3 | -3 | 16 | -1 | -16 | 0 | 1 | -1.2 | -1.9 | 1
COc1ccc(CN(Cc2cc3cc(OC)c(OC)cc3[nH]c2=O)C(=O)NC2CCCCC2)cc1 | -0.4 | 7 | 1 | -5 | -11 | · | 0.9 | 5.2 | 0.3 | 1
O=C1CC(N2CCC(C(=O)N3CCCCC3)CC2)C(=O)N1 (centres undefined) | -0.4 | -5 | -1 | 0 | -13 | 21 | 0.8 | 1.1 | 0.1 | 0.9
COc1ccccc1OCCC(=O)OCC(=O)Nc1ccc(Br)cc1F | -0.1 | -6 | -6 | -1 | -7 | 3 | 1 | 3.5 | -0.5 | 0.9
Cn1nc(-c2ccc(C(=O)Nc3ccc(F)cc3)cc2)c2ccccc2c1=O | 0.3 | -4 | 3 | 0 | -10 | -8 | 1 | 2.5 | 0.5 | 1.1
CC(=O)Nc1ccc(OCC(=O)NC(C)c2ccc(F)cc2)cc1 (centres undefined) | -0.3 | -4 | -7 | -3 | -8 | -3 | 1 | 3.9 | -0.2 | 0.9
O=C(O)C1OC(C(=O)O)C2C1C(F)(F)C2(F)F (centres undefined) | 0.0 | -7 | -3 | 0 | -12 | -10 | 1.1 | · | -0.2 | 1.1
COC(=O)CSc1nccc(-c2ccc(F)cc2)c1C#N | -0.3 | -5 | 16 | 6 | -13 | -7 | 0.8 | 0.8 | -0.1 | 0.8
Cc1ccc(-c2cc(-c3nnc(SCC(=O)NC(C)C(C)C)n3N)c3ccccc3n2)cc1 (centres undefined) | -0.3 | 1 | 10 | -5 | -7 | · | 0.9 | 4.6 | -3.9 | 1
CC(=O)C(Sc1nc(NC(C)(C)C)nc(N(C)C)n1)C(C)=O | -0.2 | -7 | 6 | -1 | -11 | · | 1.1 | 0.3 | -3.0 | 1.1
COCCCNC(=O)COc1ccc(Br)cc1Cl | -0.2 | -4 | 43 | -3 | -9 | -8 | 1.1 | 0.7 | 0.1 | 1.1
CC(=O)N[C@H]1C[C@@H]1c1ccccc1 | -0.2 | 5 | -9 | -4 | -6 | · | 0.9 | 1.1 | -0.4 | 0.9
CC1CCC(C(C)C)C(OP(=O)(c2ccccc2)C(O)c2ccncc2)C1 (centres undefined) | -0.1 | 0 | 9 | -2 | -5 | -4 | 1.1 | 4.9 | -0.3 | 1
Cc1ccc(N2C(=O)CSC2c2ccc3c(c2)OCO3)cc1 (centres undefined) | -0.4 | -4 | 8 | -2 | -13 | · | 1 | 1.4 | 0.0 | 1
CCCC(=O)Nc1ccc(C(=O)NNC(=O)c2cccs2)cc1 | -0.1 | -4 | -4 | -1 | -10 | · | 1 | 1.1 | -6.8 | 1.1
O=C(O)c1ccc(N2CC3CC(C2)c2cccc(=O)n2C3)c(NS(=O)(=O)c2cccc(C(F)(F)F)c2)c1 (centres undefined) | 0.2 | -4 | -4 | 3 | -7 | -4 | 1.2 | 1.1 | 1.0 | 1.1
O=C(CN1CCCCC1)N1c2ccccc2CCc2ccccc21 | -0.3 | -4 | 3 | -5 | -15 | · | 1.1 | 1.9 | 0.1 | 1.1
Cc1ccc(NC(=O)Cc2ccc(Cl)c(Cl)c2)cc1S(=O)(=O)N(C)C | -0.2 | -2 | 15 | -3 | -19 | -2 | 1 | 12* | 1.2 | 1
Cc1cc(N2CCN(C)CC2)nc2ccc(NC(=S)N3CCN(c4cccc(Cl)c4)CC3)cc12 | 0.1 | -5 | 50 | -2 | -1 | -6 | 1 | -0.1 | -1.9 | 0.9
O=C(O)CC(c1cccc([N+](=O)[O-])c1)N1Cc2ccccc2C1=O (centres undefined) | -0.3 | 11 | -4 | 1 | -6 | 8 | 0.9 | 1.8 | 0.3 | 0.9
CCN1CCN(Cc2nc3c(c(=O)n(C)c(=O)n3C)n2Cc2ccccc2Cl)CC1 | -0.5 | -7 | 1 | -2 | -13 | -35 | 1 | 1.9 | -0.6 | 1
CCOC(=O)c1ccc(N/C=C/C(=O)c2ccc(OC)cc2)cc1 | -0.4 | -5 | -6 | -3 | -9 | · | 1 | 1.7 | -5.7 | 1
Cc1ccc(C(=O)COC(=O)c2cnccn2)cc1 | -0.2 | 5 | -3 | -1 | -5 | -31 | 1.1 | -0.1 | -1.5 | 1
O=C(CN1C(=O)NC2(CCCCC2)C1=O)NCc1ccc2c(c1)OCO2 | -0.1 | -8 | -2 | -1 | -3 | -6 | 1.3 | 0.8 | -1.3 | 1.1
Cc1nc(NC2=NCN(Cc3cccnc3)CN2)nc2c(C)cccc12 | · | 2 | · | · | -2 | -28 | 0.9 | · | · | 0.9
COc1ccc(-n2nnnc2-c2cnc(N3CCCC3)nc2C(F)(F)F)cc1 | -0.1 | 0 | 8 | 1 | -5 | · | 0.9 | 3.6 | -3.8 | 0.9
COc1ccccc1NS(=O)(=O)c1ccc(N/N=C/C=C/c2ccccc2[N+](=O)[O-])c([N+](=O)[O-])c1 | 0.4 | 23 | 50* | 0 | 22 | -5 | 0.9 | 6.4 | -1.1 | 0.9
O=C(NCCc1ccccc1F)C1CCCN1S(=O)(=O)c1ccccc1 (centres undefined) | -0.2 | -8 | -6 | -4 | -12 | 17 | 1 | 1.8 | 1.5 | 1.1
CC(C)NS(=O)(=O)c1ccc(NC(=O)C(C)Oc2ccc(C(=O)c3ccccc3)cc2)cc1 (centres undefined) | -0.2 | -2 | 29 | -2 | -10 | 4 | 1 | 5.4 | 0.0 | 1
COc1ccccc1N1CCN(c2ccc(-c3ccccc3)nn2)CC1 | -0.6 | -1 | 64* | -9 | -8 | · | 1.1 | 1.4 | -1.1 | 1.4
Cc1ccccc1C1C2=C(Nc3[nH]n(-c4ccccc4)c(=O)c31)c1ccccc1C2=O (centres undefined) | -0.1 | 18 | -5 | -4 | 16 | 8 | 1.1 | 5.9 | 0.0 | 0.8
Cc1c(Cl)cnn1CC(=O)NC1C(=O)N2C(C(=O)O)=C(CSc3nnnn3C)CSC12 (centres undefined) | -0.2 | -1 | -1 | -3 | -9 | -30 | 1 | 2.7 | -1.7 | 1.1
O=C(NCCCN1CCOCC1)C(=O)N/N=C/c1c(Cl)cccc1Cl | -0.2 | -4 | -3 | -1 | -6 | -19 | 0.9 | 0.6 | -0.9 | 0.9
Cc1occc1C(=O)NNC(=O)c1ccccc1Br | -0.4 | -3 | -4 | -3 | -12 | -4 | 1 | 1.4 | -0.6 | 1
